# ELG1 genotoxic = inducers of genotoxicity in HEK293T ELG1-luciferase cells. 1.3% of 330,000 active. HEK293T ELG1-luciferase reporter, luminescence, 16 h. Potency, µM (top dose mostly 46 µM), for inactives: top-dose activity change, positive = activation, most hits filed as activators; note: potency is the fitted concentration of half-maximal effect; % of control where 0% means no effect; nearly all actives have a fitted effect of over 60% in size
#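 Reporter readout depends on ELG1 protein level, which increases with genetic stress. After 16 hr compound exposure at 37 °C, luciferase activity was quantified using ONE-Glo.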
# Rab9 promoter act = activates the Rab9 promoter | Huh7 Rab9 promoter-luciferase reporter, luminescence, 24 h | 2.8% of 320,000 active | Potency, µM (titrated, usually from 9.22 µM), for the others: at the highest dose activation, negative = inhibition, actives largely listed as activators; note: potency is the fitted concentration of half-maximal effect; % of control where 0% means no effect; nearly all actives have a fitted effect of over 60% in size
#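 Using Huh7 cells stably transfected with Rab9 promoter–luciferase, compounds were incubated 24 h at 37 °C, 5% CO2; luciferase luminescence was read 10 min after reagent addition.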
# VP16 counter = Gal4-VP16 reporter inhibition counter-screen | 3.5% of 310,000 active | Potency, µM (top dose mostly 53.6 µM), without a hit: at the top dose activity, negative = inhibition, most hits filed as inhibitors | Drosophila S2 Gal4-VP16 UAS-luciferase, luminescence, 20 h;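 note: Gal4-VP16 expression switched on by copper sulfate through the metallothionein promoter; potency is the fitted concentration of half-maximal effect; % is set by controls: 0 for no effect and ±100 for the full control effect; nearly all actives have a fitted effect of over 50% in size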
# RORg inh = ROR gamma (mouse) transcription inhibition | 5.4% of 310,000 active | Drosophila S2 Gal4-RORgamma UAS-luciferase reporter, 20 h | Potency, µM (series often up to 53.6 µM), for inactives: at the top dose activity change, negative = inhibition, most hits filed as inhibitors; note: potency is the fitted concentration of half-maximal effect; % is set by controls: 0 for no effect and ±100 for the full control effect; nearly all actives have a fitted effect of over 60% in size
#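 A Gal4/UAS one-hybrid system in insect cells: metallothionein-promoter Gal4–ROR gamma fusion plus Photinus luciferase reporter. Copper sulfate 700 uM final, 20 hr ambient incubation, luminescent detection after 10 min with reagent.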
# NPC1 promoter act = activators of NPC1 promoter; Huh7 NPC1 promoter luciferase reporter, 24 h; Potency, µM (series often up to 9.22 µM), for the others: at the top dose activation, hits mostly activators; 2.4% of 320,000 active; AID 485313;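 note: potency is the fitted concentration of half-maximal effect; % of control where 0% means no effect; nearly all actives have a fitted effect of over 60% in size; reporter is driven by a mutant NPC1 promoter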
#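 Huh7 reporter cells (NPC1 promoter driving luciferase) are dosed with compound for 24 h at 37 °C, 5% CO2; luciferase detection reagent is then added and luminescence measured after 10 min at ambient temperature.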
# uPA generation = blocks generation of uPA at the cell surface; cell surface uPA generation assay, qHTS; Potency, µM (doses to about 38.3 µM), inactives show at the highest dose activity change, negative = inhibition, usual class: inhibitors; 0.31% of 330,000 active; AID 540303; active = well fitted inhibition curve with a large enough effect; inconclusive = small, poorly fitted or top-dose-only effect; inactive = no such curve, though single readings can be large or run the other way; tested in mouse RAW 264.7 cells; note: potency is the fitted concentration of half-maximal effect; % is set by controls: 0 for no effect and ±100 for the full control effect; nearly all actives have a fitted effect of over 55% in size
# Giardia killer = Giardia lamblia killing | 0.15% of 340,000 active | AID 540267 | Giardia lamblia trophozoite viability | activity change, % at 7.66 µM, hits read low; in the data active = activity change below about -80%; inconclusive = between about -30% and that limit;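 note: parasites exposed to compound for two days anaerobically before the ATP read; % is set by controls: 0 for no effect and ±100 for the full control effect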
#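 Anaerobic 48 hrs incubation at 37 deg C of 100 trophozoites/well with test compounds; ATPLite 1-Step luminescence, 15-30 min RT, reports cellular ATP as viability.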
# FLuc modulator = firefly luciferase modulation, counter-screen for miR-21 project; 6.9% of 360,000 active; Potency, µM (top dose mostly 57.5 µM), for the others: at the top dose activity change, negative = inhibition, most hits filed as inhibitors; AID 588342; purified FLuc, Km substrates, luminescence inhibition; P08659;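 note: potency is the fitted concentration of half-maximal effect; plate controls were vehicle for no effect and reference inhibitor for full effect; nearly all actives have a fitted effect of over 55% in size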
#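 Biochemical qHTS of compounds, final roughly 60 µM downward over six points, against 10 nM purified firefly luciferase using Km concentrations of substrates (10 uM D-luciferin, 10 uM ATP) in Tris acetate pH 7.5 buffer; luminescence output.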
# KCNH2 3.1 block = inhibitors of human KCNH2 3.1 potassium channel isoform; activity change, % (tested at about 1.8 µM); 0.95% of 340,000 active; U2OS KCNH2 3.1, thallium flux FluxOr; stronger effect = lower value;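 active = maximum activity change below -70%; inconclusive = maximum activity change from -70% to -50%; inactive = maximum activity change above -50%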;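 note: thallium influx rate constant from kinetic fluorescence after stimulation buffer; % is set by controls: 0 for no effect and ±100 for the full control effect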
#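 Steps: virus added to U2OS suspension (4 h, RT, dark); medium with 10% FBS added, cells plated, 37 C overnight; FluxOr/Red40 loading buffer 45 min RT; stimulation buffer, 2 min kinetic read; rate constant normalized.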
# Coupling enz = counter-screen for Giardia aldolase inhibitors: coupling enzyme system; activity change, negative = inhibition, % at 58.2 µM, hits read low; coupling enzyme system counterscreen, AmpLite Red fluorescence; 0.67% of 290,000 active; in the data active = activity change below about -30%; note: % is set by controls: 0 for no effect and ±100 for the full control effect
#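 Fluorescence at 525 nm excitation and 598 nm emission measured inhibition of the coupled detection system without aldolase. Compounds (at 57.5 uM final) were preincubated 10 min at room temperature with coupling enzyme reagent before a 20 min substrate/AmpLite Red step.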
# Tb PFK block = blocks T. brucei phosphofructokinase | O15648 | T. brucei PFK, ADP-Glo luminescence | Potency, µM (titrated, usually from 57.5 µM), for the others: at the top dose activity, negative = inhibition, usual class: inhibitors | 0.17% of 330,000 active;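 note: potency is the fitted concentration of half-maximal effect; 0% = uninhibited 1x PFK enzyme wells and -100% = no-enzyme wells; nearly all actives have a fitted effect of over 60% in size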
# Target sequence (O15648 whole entry, looked up): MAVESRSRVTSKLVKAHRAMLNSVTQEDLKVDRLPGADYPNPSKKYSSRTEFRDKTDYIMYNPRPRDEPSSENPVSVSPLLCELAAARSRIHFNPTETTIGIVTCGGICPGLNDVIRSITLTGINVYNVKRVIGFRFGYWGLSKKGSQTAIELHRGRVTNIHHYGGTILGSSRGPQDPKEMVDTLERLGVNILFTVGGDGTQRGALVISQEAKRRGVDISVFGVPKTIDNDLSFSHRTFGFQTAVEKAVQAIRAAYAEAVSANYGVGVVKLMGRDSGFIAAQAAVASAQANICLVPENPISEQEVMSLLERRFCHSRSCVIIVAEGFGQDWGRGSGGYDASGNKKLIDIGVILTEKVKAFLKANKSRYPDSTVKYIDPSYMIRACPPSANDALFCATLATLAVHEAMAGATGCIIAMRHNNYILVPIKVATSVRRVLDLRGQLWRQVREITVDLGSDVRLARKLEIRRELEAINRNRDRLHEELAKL
#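 Activity is normalized to no-enzyme wells (full inhibition) and 1.25 nM enzyme wells (no inhibition). Reaction: 0.5 mM F6P, 0.1 mM ATP, 45 min RT, ADP-Glo luminescence; concentration-response curves fitted and classed by quality.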
# An asterisk follows results filed as active; ? = inconclusive; . = no result given; [ ] = remark or other dose. Unless noted, calls come from the whole dose curve; as a rule, active = well fitted curve in the direction sought with a large enough effect; inconclusive = small, poorly fitted or top-dose-only effect, or another doubt; inactive = no such curve, though single readings can be large; an effect the other way counts as inactive or inconclusive.
cpd | canonical_smiles | ELG1 genotoxic | Rab9 promoter act | VP16 counter | RORg inh | NPC1 promoter act | uPA generation
1 | CC1CCN(S(=O)(=O)c2ccc(NC(=S)NC(=O)c3ccc(Cl)cc3)cc2)CC1 | -6% | -3% | 4µM* | 2µM* | -6% | 2%
2 | Cc1csc(NC(=O)C2CSC3(C)CCC(=O)N23)n1 (stereo unspecified) | 1% | 9% | -8% | 11% | -3% | 2%
3 | Cc1c(/C=N/N=C2\CCC3C4CCc5cc(O)ccc5C4CCC23C)cnn1C (stereo unspecified) | 4% | 1% | -1% | 12% | 0% | 11%
4 | COC(=O)c1sc(SC)c(S(=O)(=O)C(C)C)c1N | 6% | -2% | -5% | -12% | -1% | 0%
5 | O=C(CSc1nc2nn(-c3ccccc3)c(=O)c-2c2n1CCCCC2)Nc1ccccc1[N+](=O)[O-] | 2% | 0% | . | . | -3% | 2%
6 | OCCCc1nc2n(n1)C(c1ccccc1Cl)C=C(c1cccs1)N2 (stereo unspecified) | 0% | -1% | 6% | -8% | 1% | .
7 | O=C(CCCCCC(=O)N(CCO)CCO)N(CCO)CCO | 5% | 2% | -7% | -22% | -3% | -2%
8 | COC(=O)CN1C(=O)N/C(=C/c2ccc(C)o2)C1=O | 0% | 2% | ? | ? | -4% | -1%
9 | COc1ccc(C(=O)NN(C)c2nc(-c3ccccc3)cc(C)c2S(C)(=O)=O)cc1 | -8% | -1% | -4% | ? | -2% | -1%
10 | OC(COc1ccccc1)CN(Cc1ccccc1)CC(O)COc1ccccc1 (stereo unspecified) | -5% | -3% | . | . | 2% | 14%
11 | CCN(CC)C(=O)Cn1nnc(-c2ccc(S(C)(=O)=O)cc2)n1 | -2% | 1% | -10% | -14% | 0% | 3%
12 | CNC(=S)N/N=C/c1ccc(-c2cccc(C(=O)O)c2)o1 | ? | 2.8µM* | ? | 7.1µM* | 2.2µM* | 1%

cpd | Giardia killer | FLuc modulator | KCNH2 3.1 block | Coupling enz | Tb PFK block
1 | 8 | 4% | -6 | -1 | 2%
2 | -20 | 0% | -33 | . | -1%
3 | -20 | -2% | -6 | 0 | 1%
4 | -3 | 1% | -1 | 0 | -4%
5 | -3 | -6% | 3 | . | 3%
6 | -9 | 3% | -9 | -8 | 2%
7 | 20 | 4% | 8 | 0 | -4%
8 | 6 | -3% | -4 | -11 | -6%
9 | -1 | 2% | -8 | 2 | -5%
10 | -8 | -2% | 19 | . | 0%
11 | 2 | 0% | -21 | 1 | 2%
12 | -15 | 6.7µM* | -24 | 0 | 5%

# 5 of the compounds above, with values under each structure.
# The line under a structure holds: ELG1 genotoxic, Rab9 promoter act, VP16 counter, RORg inh, NPC1 promoter act, uPA generation, Giardia killer, FLuc modulator, KCNH2 3.1 block, Coupling enz, Tb PFK block
6: OCCCc1nc2n(n1)C(c1ccccc1Cl)C=C(c1cccs1)N2 (stereo unspecified)
    0%, -1%, 6%, -8%, 1%, ., -9, 3%, -9, -8, 2%
7: O=C(CCCCCC(=O)N(CCO)CCO)N(CCO)CCO
    5%, 2%, -7%, -22%, -3%, -2%, 20, 4%, 8, 0, -4%
8: COC(=O)CN1C(=O)N/C(=C/c2ccc(C)o2)C1=O
    0%, 2%, ?, ?, -4%, -1%, 6, -3%, -4, -11, -6%
9: COc1ccc(C(=O)NN(C)c2nc(-c3ccccc3)cc(C)c2S(C)(=O)=O)cc1
    -8%, -1%, -4%, ?, -2%, -1%, -1, 2%, -8, 2, -5%
10: OC(COc1ccccc1)CN(Cc1ccccc1)CC(O)COc1ccccc1 (stereo unspecified)
    -5%, -3%, ., ., 2%, 14%, -8, -2%, 19, ., 0%

# Next structures:
cpd | canonical_smiles | ELG1 genotoxic | Rab9 promoter act | VP16 counter | RORg inh | NPC1 promoter act | uPA generation
13 | Cc1c(NC(=O)c2c(F)cccc2F)c(=O)n(-c2ccccc2)n1C | 1% | 3% | 0% | -18% | 0% | -2%
14 | OCCC1CN(Cc2ccc(Oc3ncccn3)cc2)CCN1C1CCCC1 (stereo unspecified) | 5% | 0% | -4% | 5% | -1% | -1%
15 | N#CCSc1nnc(COc2cccc3ccccc23)n1-c1ccccc1 | -10% | -6% | ? | ? | -1% | 2%
16 | CCOC(=O)C1CCN(C(=O)COc2ccc(S(=O)(=O)N3CCOCC3)cc2)CC1 | -4% | 0% | -11% | -4% | -5% | 0%
17 | O=C(O)C1CCN(S(=O)(=O)c2ccc(N3CCOCC3)c([N+](=O)[O-])c2)CC1 | 1% | 3% | -3% | -17% | -2% | 5%
18 | COc1ccc(OC)c(C2Nc3c(Cl)ccc(C(=O)O)c3C3C=CCC32)c1 (stereo unspecified) | 0% | 0% | 0% | 28% | -2% | -5%
19 | COC(=O)c1oc2ccc(Br)cc2c1-n1cccc1 | -5% | -1% | 6% | 3% | -3% | 1%
20 | O=C(NC1CCCCC1)Nn1c(-c2ccccc2)nc2ccccc2c1=O | -1% | -5% | 2% | 0% | -4% | -3%

cpd | Giardia killer | FLuc modulator | KCNH2 3.1 block | Coupling enz | Tb PFK block
13 | 4 | 2% | -9 | 0 | -2%
14 | -9 | -1% | -37 | 2 | -2%
15 | 10 | 4% | 6 | -3 | -4%
16 | 0 | 6% | . | . | 0%
17 | -28 | 0% | 6 | 6 | -3%
18 | 65[activator] | ? | 10 | 26 | -1%
19 | -6 | 2% | -5 | 6 | -1%
20 | 14 | -8% | 3 | 2 | -3%

# An excerpt from above in order of count of non-hydrogen atoms, lowest first:
cpd | canonical_smiles | ELG1 genotoxic | Rab9 promoter act | VP16 counter | RORg inh | NPC1 promoter act | uPA generation
13 | Cc1c(NC(=O)c2c(F)cccc2F)c(=O)n(-c2ccccc2)n1C | 1% | 3% | 0% | -18% | 0% | -2%
14 | OCCC1CN(Cc2ccc(Oc3ncccn3)cc2)CCN1C1CCCC1 (stereo unspecified) | 5% | 0% | -4% | 5% | -1% | -1%
16 | CCOC(=O)C1CCN(C(=O)COc2ccc(S(=O)(=O)N3CCOCC3)cc2)CC1 | -4% | 0% | -11% | -4% | -5% | 0%

cpd | Giardia killer | FLuc modulator | KCNH2 3.1 block | Coupling enz | Tb PFK block
13 | 4 | 2% | -9 | 0 | -2%
14 | -9 | -1% | -37 | 2 | -2%
16 | 0 | 6% | . | . | 0%
